# aDG glyco act: activators of alpha-DG glycosylation, primary screen, uHTS, Pro5-aDG cells, AlphaScreen. alpha-DG glycosylation AlphaScreen (IIH6); 0% Pro5, 100% B10-LARGE cell signal. activation, % at 10 µM. actives 0.22% (n = 360,000);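 active = activation of at least 8% versus controls, or a plate z-score of at least 8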;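 also: Pro5 are CHO cells carrying HIG-tagged alpha-DG that lacks glycosylation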
# N-glyco inh: increase of ERlucT glycosylation luciferase signal, primary screen, N-linked glycosylation inhibitor project, D54 ERlucT cells, luminescence, set 2; D54 ERlucT glycosylation luciferase reporter, 24 h; percent of 100 nM tunicamycin response; reporter increase, % at 12.5 µM; actives 0.23% (n = 360,000); AID 588692, 2011;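 active = mean luciferase reporter signal, scaled so untreated is 0 and the glycosylation-blocking control 100, at or above a set limit in every replicate; inconclusive = mean reaches the limit but not every replicate does; inactive = mean below the limit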;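 also: luciferase carries N-glycosylation sites so blocking glycosylation raises the light; 0% = median of neutral control wells and 100% = median of 100 nM tunicamycin wells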
# NOD2-RIPK2 inh: NOD2-RIPK2 binding disruptors in cells, primary screen, fluorescence, CHO cells, BLA complementation; actives 0.38% (n = 360,000); Receptor-interacting serine/threonine-protein kinase 2 (Homo sapiens), O43353; CCF4 ratio; inhibition, % at 4.98 µM; in the data active = inhibition above about 21%;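 also: 0% = vehicle only and 100% = reference blocker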
# Target sequence (O43353 whole entry, looked up): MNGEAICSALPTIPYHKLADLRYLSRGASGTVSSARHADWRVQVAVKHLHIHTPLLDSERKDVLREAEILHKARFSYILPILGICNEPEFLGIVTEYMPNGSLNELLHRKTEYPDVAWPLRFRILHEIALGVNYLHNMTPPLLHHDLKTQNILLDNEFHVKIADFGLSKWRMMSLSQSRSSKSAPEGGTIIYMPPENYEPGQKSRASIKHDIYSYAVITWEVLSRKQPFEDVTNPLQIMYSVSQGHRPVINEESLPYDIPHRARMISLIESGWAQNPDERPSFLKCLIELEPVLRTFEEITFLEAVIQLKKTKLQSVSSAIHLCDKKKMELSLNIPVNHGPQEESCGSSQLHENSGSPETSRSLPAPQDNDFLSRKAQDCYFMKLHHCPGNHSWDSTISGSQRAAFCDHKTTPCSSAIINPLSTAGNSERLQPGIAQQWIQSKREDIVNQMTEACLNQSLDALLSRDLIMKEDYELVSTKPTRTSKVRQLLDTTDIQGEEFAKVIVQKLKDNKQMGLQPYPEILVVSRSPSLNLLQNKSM
# TLR9-MyD88 inh: inhibitors of TLR9-MyD88 association in cells, primary screen, cell-based, CHO, BLA complementation, fluorescence. CCF4 FRET ratio. inhibition, % at 4.98 µM. actives 0.21% (n = 340,000). AID 504734, 2011;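 active = inhibition above the mean over all tested compounds plus 3 SD, cut at about 21% in these data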;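 also: 0% = DMSO only wells and 100% = clavulanate BLA inhibitor control wells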
# ABHD5-PLIN5 inh: ABHD5-PLIN5 interaction inhibitors, primary screen, cell lysate, split luciferase complementation, luminescence | Perilipin-5 (Homo sapiens) + 1-acylglycerol-3-phosphate O-acyltransferase ABHD5 (Homo … | Split G. princeps luciferase complementation, 4 h | inhibition, % at 4 µM | actives 0.78% (n = 360,000) | AID 602281, 2012;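 active = inhibition above the mean inhibition across every tested compound plus 3 SD, cut at about 22% in these data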;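 also: 0% = DMSO only wells and the 100% control is not disclosed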
# Exocytosis inh: LAMP-1 surface exposure blockers, TALL-104 cells – cell-based, flow cytometry, MLPCN library, primary screen; inhibition, % at 10 µM; actives 0.66% (n = 360,000); TALL-104 LAMP-1 surface exposure; cells stimulated with thapsigargin and PMA;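 active = inhibition above about 55%, limit read from the data; inconclusive = no clear call, values can overlap the other calls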
# MC4R antagonist: MC4R antagonists of cAMP signaling, primary screen, cell-based, TR-FRET, antagonist arm of biased-ligand search; Melanocortin receptor 4 (Homo sapiens), P32245; MC4R-expressing cells, MTII-stimulated cAMP, LANCE TR-FRET; inhibition, % at 6.5 µM; actives 0.48% (n = 360,000); AID 540295, 2011;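 active = inhibition above its plate's cutoff, the mean of tested wells on that plate plus 3 SD, cut at about 29% in these data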;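 also: 0% = Melanotan II alone and 100% = Melanotan II plus saturating MCL0020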
# Target sequence (P32245 whole entry, looked up): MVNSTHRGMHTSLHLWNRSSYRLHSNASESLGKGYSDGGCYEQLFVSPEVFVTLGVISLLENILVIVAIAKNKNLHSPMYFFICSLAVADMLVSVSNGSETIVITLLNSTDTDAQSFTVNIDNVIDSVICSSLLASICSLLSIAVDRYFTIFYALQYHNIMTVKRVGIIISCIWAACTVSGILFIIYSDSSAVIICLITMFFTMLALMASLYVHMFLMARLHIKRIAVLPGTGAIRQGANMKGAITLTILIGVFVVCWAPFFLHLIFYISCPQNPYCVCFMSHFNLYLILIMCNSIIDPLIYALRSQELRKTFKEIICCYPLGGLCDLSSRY
#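 System: U2OS cells stably expressing human melanocortin 4 receptor (MC4R). Reagent: Melanotan II challenge after compound preincubation. Doses: 6.5 µM. Times: 30-min compound, 1-h challenge, 1-h detection, room temperature. Measured by: TR-FRET with Eu-cAMP and labeled anti-cAMP, 671 nm. Replicates: singlicate.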
# Vif imaging: HIV Vif self-association inhibitors, primary screen, imaging, HEK293T, single point; HEK293T cells, Vif self-association by quenched fluorescence, 24 h; actives 0.35% (n = 340,000); inhibition, % at 7.49 µM; in the data active = inhibition above about 50%, passing the limit was not always enough; inconclusive = no clear call, values can overlap the other calls; inactive = below about 31%; also: some results filed as inactive read as strong as hits
# MC4R barr agon: MC4R agonists recruiting beta-arrestin, primary screen, cell-based, luminescence, agonist arm of biased-ligand search; Melanocortin receptor 4 (Homo sapiens), P32245; U2OS MC4R beta-arrestin complementation; percent of melanotan II response, DMSO zero; activation, % at 8.9 µM; actives 0.98% (n = 360,000);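 active = activation above a per-plate cutoff, the mean activation of sample wells on that plate plus 3 SD, cut at about 8% in these data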
# ABCB6 inh MLPCN: ABCB6 transporter inhibitors, primary screen, K562-ABCB6 cells, flow cytometry, MLPCN library; ATP-binding cassette sub-family B member 6 (Homo sapiens), Q9NP58; K562-ABCB6 porphyrin accumulation, 1 h; active compounds read low; fluorescence ratio to DMSO, % at 10 µM; actives 0.19% (n = 360,000);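 active = fluorescence ratio to DMSO below 75%, the collection mean minus 3 SD; inconclusive = too few cells collected in the well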;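 also: signal is porphyrin accumulated inside mitochondria; 100% equals median channel fluorescence of DMSO control wells; lower ratio means ABCB6 inhibition with less porphyrin fluorescence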
# Starred values were filed as active, the others as inactive; u = inconclusive; x = no result given. Some of the compounds tested; count on the stated rates, not on these rows.
SMILES,aDG glyco act,N-glyco inh,NOD2-RIPK2 inh,TLR9-MyD88 inh,ABHD5-PLIN5 inh,Exocytosis inh,MC4R antagonist,Vif imaging,MC4R barr agon,ABCB6 inh MLPCN
CC1CCN(C(=O)CSc2nnc(Cc3cc(=O)[nH]c(=O)[nH]3)n2-c2ccc(Cl)cc2)CC1,0.0,0,-1,-6,-7,-4,22,19,-0.8,106
Cc1ccc(C(=O)OCC(=O)N(CC(C)C)c2c(N)n(Cc3ccccc3)c(=O)[nH]c2=O)cc1[N+](=O)[O-],0.0,1,-6,1,2,-4,1,-5,-2.6,99
Cc1cc(N2CCOCC2)nc2ccc(NC(=O)CCC(=O)N3CCCC(C)C3)cc12 (configuration not stated),0.0,-2,-4,-1,-1,-5,-1,-4,-1.9,94
O=C(Nc1nc(-c2ccccc2)c(C(=O)c2ccccc2)s1)c1ccc(S(=O)(=O)N2CCCC2)cc1,0.1,-3,1,-12,-4,4,-2,4,2.3,102
CCOc1ccc(C(C(=O)Nc2ccc(F)cc2)N(C(=O)Cn2nnc3ccccc32)C2CC2)cc1 (configuration not stated),1.4,-1,-5,-3,-9,-1,2,-2,-0.4,98
CN(Cc1ccccc1)C(=O)c1ccc(COc2ccccc2)cc1,0.0,-3,10,-5,0,15,4,0,-0.2,93
O=C(N/N=C/c1ccc([N+](=O)[O-])cc1)c1[nH]ncc1Br,0.3,-3,0,7,0,1,-6,-2,1.0,89
O=C(CN(C(=O)CNS(=O)(=O)c1ccccc1)c1ccc2c(c1)OCCO2)NC1CCCCC1,0.1,-1,-3,-7,-4,0,6,19,-1.5,96
CC(=O)Nc1ccc(NC(=O)C(C)OC(=O)c2ccc(S(=O)(=O)N3CCCCC3)cc2)cc1 (configuration not stated),-0.1,-5,5,-4,4,-3,11,26,-2.4,94
O=C(NCC1CCCO1)c1ccc(N2C(=O)C3CCCCC3C2=O)cc1 (configuration not stated),-0.1,2,3,4,2,-10,27,-1,-1.3,95
O=C(Nc1ccc2c(c1)OCCO2)c1cccnc1Oc1ccccc1,0.1,-3,3,-6,-5,5,6,1,3.8,98
C=CCn1c(SCC(=O)N2CCCC2)nc2c([nH]c3ccccc32)c1=O,-0.1,3,-6,-7,-3,-3,-42,-7,1.5,98
Cc1ccc(S(=O)(=O)N2C[C@H]3N(C(=O)OC(C)C)N(C(=O)OC(C)C)C[C@H](OC(=O)Nc4c(C)noc4C)[C@@]3(O)C2)cc1,0.3,-2,0,1,-10,5,-6,1,3.4,95
O=C(c1cccs1)N1CCN(Cc2ccncc2)CC1,0.1,-1,-10,0,-2,-3,17,14,-1.3,100
CC(C)c1ccccc1NC(=O)COC(=O)c1cccnc1,-0.2,2,2,1,-1,-2,16,11,2.0,107
CCOC(=O)Nc1cccc(OCC(=O)Nc2ccccc2OCC)c1,0.0,0,21,1,1,0,-1,-14,6.5,82
Cc1sc(NC(=O)CN2CCOCC2)nc1-c1ccc2c(c1)CCN2S(=O)(=O)c1ccccc1,2.2,1,-2,-7,14,-2,12,-10,-1.4,97
COc1ccc(O)c(/C=N/c2sc(C)c(C)c2C#N)c1,-0.2,1,-2,-5,-15,0,-4,-12,-1.6,92
CC(C)(C)c1ccc(OC(=O)Nc2ccc(O)c(C(=O)O)c2)cc1,0.0,-1,-5,3,-2,-3,23,-5,0.2,101
Cc1[nH]c2ccccc2c1C(c1ccncc1)N1CCC(C)CC1 (configuration not stated),0.2,-3,-3,4,-2,6,-7,u,-2.1,98
CCOc1ccc(OCC)c(NS(=O)(=O)c2ccc3c(c2)CCN3C(=O)C2CCC2)c1,0.3,-5,0,-6,0,-7,6,-7,-0.5,96
CC(C)CCNC(=O)C1CCCN(S(=O)(=O)c2ccc3c(c2)CC(C)N3C(=O)C2CC2)C1 (configuration not stated),-0.1,-2,-5,7,2,2,3,1,-2.6,103
Cc1ccccc1/C(N)=N/OC(=O)c1cccs1,0.2,2,7,-13,0,1,15,0,1.4,98
O=C(CSC1CC(=O)N(CC(c2ccccc2)c2ccccc2)C1=O)Nc1ccc(Cl)cc1 (configuration not stated),0.7,-1,-7,-2,-4,37,15,-12,1.3,93

# 4 of the compounds above, with each value named:
CC1CCN(C(=O)CSc2nnc(Cc3cc(=O)[nH]c(=O)[nH]3)n2-c2ccc(Cl)cc2)CC1
  aDG glyco act = 0.0; N-glyco inh = 0; NOD2-RIPK2 inh = -1; TLR9-MyD88 inh = -6; ABHD5-PLIN5 inh = -7; Exocytosis inh = -4; MC4R antagonist = 22; Vif imaging = 19; MC4R barr agon = -0.8; ABCB6 inh MLPCN = 106
Cc1ccc(C(=O)OCC(=O)N(CC(C)C)c2c(N)n(Cc3ccccc3)c(=O)[nH]c2=O)cc1[N+](=O)[O-]
  aDG glyco act = 0.0; N-glyco inh = 1; NOD2-RIPK2 inh = -6; TLR9-MyD88 inh = 1; ABHD5-PLIN5 inh = 2; Exocytosis inh = -4; MC4R antagonist = 1; Vif imaging = -5; MC4R barr agon = -2.6; ABCB6 inh MLPCN = 99
Cc1cc(N2CCOCC2)nc2ccc(NC(=O)CCC(=O)N3CCCC(C)C3)cc12 (configuration not stated)
  aDG glyco act = 0.0; N-glyco inh = -2; NOD2-RIPK2 inh = -4; TLR9-MyD88 inh = -1; ABHD5-PLIN5 inh = -1; Exocytosis inh = -5; MC4R antagonist = -1; Vif imaging = -4; MC4R barr agon = -1.9; ABCB6 inh MLPCN = 94
O=C(Nc1nc(-c2ccccc2)c(C(=O)c2ccccc2)s1)c1ccc(S(=O)(=O)N2CCCC2)cc1
  aDG glyco act = 0.1; N-glyco inh = -3; NOD2-RIPK2 inh = 1; TLR9-MyD88 inh = -12; ABHD5-PLIN5 inh = -4; Exocytosis inh = 4; MC4R antagonist = -2; Vif imaging = 4; MC4R barr agon = 2.3; ABCB6 inh MLPCN = 102

# Further entries follow.
SMILES,aDG glyco act,N-glyco inh,NOD2-RIPK2 inh,TLR9-MyD88 inh,ABHD5-PLIN5 inh,Exocytosis inh,MC4R antagonist,Vif imaging,MC4R barr agon,ABCB6 inh MLPCN
Cc1n[nH]c(C)c1S(=O)(=O)N(CC(=O)Nc1ccc2c(c1)OCCO2)c1ccc(C(C)C)cc1,-0.2,0,10,-2,0,3,6,-1,-0.9,94
COc1ccc(/C=C/c2n[nH]c(=O)c(C#N)c2C)cc1,0.1,-3,-15,4,6,21,-1,3,-1.6,106
O=C(NCCc1ccccc1)c1ccc2nccnc2c1,0.1,-19,-1,-3,-2,2,10,2,-2.8,92
Cc1cc(C)nc(N/C(=N\S(=O)(=O)Cc2ccccc2)Nc2cccc(Cl)c2C)n1,0.4,2,-5,-6,-6,4,3,-6,-0.2,99
Cc1ccc(CNC(=O)CCS(=O)(=O)c2ccc(C)cc2)cc1,-0.4,0,-3,7,-1,2,3,-7,-1.2,100
C#CCOCCOCCOCCNc1nc(N2CCN(C(=O)Cn3cc(CCCCN)nn3)CC2)nc(N2CCN(C(=O)[C@H](CCCCN)n3cc(CCCC)nn3)CC2)n1,0.0,1,0,-9,5,-2,5,4,-2.4,101
O=C(O)c1c2cc(Br)ccc2nc2[nH]c(=O)[nH]c(=O)c12,0.0,1,4,-1,-7,-1,-5,20,-1.0,96
O=C(NCc1ccco1)C1CCCN(S(=O)(=O)c2cccc3nsnc23)C1 (configuration not stated),0.0,-2,-4,1,2,2,13,22,-1.9,80
Cc1ccccc1NC(=O)COc1coc(CN2CCN(c3ccccc3)CC2)cc1=O,1.0,-1,7,0,3,-3,-1,-3,0.0,98
CCOC(=O)C(=O)/C(=C\N(C)C)c1onc(-c2ccccc2Cl)c1C(=O)OC,-0.2,4,-5,5,-1,2,8,x,2.1,97
CC(C)C[C@@H](CO)N(Cc1ccccc1)S(=O)(=O)N(Cc1ccccc1)[C@@H](CO)CC(C)C,1.1,-6,0,-3,-20,-2,15,6,-1.3,98
COc1ccc(-n2ccnc(SCC(=O)NCc3ccc(C)cc3)c2=O)cc1Cl,0.5,2,3,-4,-11,6,-2,4,-1.6,95
O=C(COC(=O)c1ccc2c(c1)C(=O)N(c1cccc3ncccc13)C2=O)c1ccc(Cl)cc1,0.4,-1,-1,7,6,-3,-5,2,3.0,89
O=C(COC(=O)C1CC(=O)N(Cc2ccco2)C1)c1ccc(OC(=O)c2ccco2)cc1 (configuration not stated),0.0,0,2,-11,12,-3,0,13,-0.6,99
Cn1c(=O)c2c(nc(Br)n2Cc2nnc(N)s2)n(C)c1=O,0.1,-1,-5,-5,-5,-2,-5,-7,-2.5,97
O=C(C1CCC1)N1CCc2cc(S(=O)(=O)Nc3ccc4c(c3)OCO4)ccc21,2.0,-3,-4,-1,-6,-2,0,-27,-1.2,87
O=C(CSc1nnc2scc(-c3ccccc3)n12)c1ccc2c(c1)OCCO2,0.1,-1,5,6,-3,-3,5,-3,-0.2,100
N#Cc1cc([N+](=O)[O-])ccc1NCC1CCCO1 (configuration not stated),-0.2,0,-33,5,13,-6,-5,-23,0.5,86
CC(C)CC(=O)c1c[nH]c(C(=O)NCc2ccccc2)c1,0.0,-1,4,4,0,-6,12,2,-0.2,95
COc1ccc(S(=O)(=O)Nc2c(F)cccc2F)cc1,0.4,0,5,3,-1,0,11,-1,-0.3,98
CCO[C@@H]1OC(C(=O)N2CCCCCCC2)=C[C@H](c2ccc(C(F)(F)F)cc2)[C@H]1CCCO,0.7,-1,7,6,-4,31,0,-1,3.9,94
COC(=O)c1sc(NC(=O)COc2ccc(OC)cc2)nc1C,0.0,2,-2,7,4,0,13,3,-0.1,98
COCCC(=O)N1CCC(Oc2ccc(C(=O)NCc3nccn3C)cc2)CC1,0.9,0,1,-4,2,-1,16,2,-0.6,95
Cc1cccc(-n2c(=O)[nH]c3c(C(N)=O)nc(CC(C)C)nc32)c1,-0.2,4,10,-6,-5,-2,2,-3,-0.6,84
CCCCCN(C(=O)CCC(=O)OCc1ccc(Cl)cc1Cl)c1c(N)n(CCCC)c(=O)[nH]c1=O,0.4,-3,-8,-3,-17,16,8,0,-1.2,97
COC(=O)C1=C(C)N(Cc2ccccc2)C(=NCc2ccccc2)N[C@H]1c1ccccc1,1.3,-3,2,-3,13,-2,2,-6,3.9,96
Cc1ccc(CN(C(=O)c2csnn2)C(C(=O)NC2CCCC2)c2ccco2)cc1 (configuration not stated),0.1,-2,3,-7,-1,19,-1,14,-1.3,73*
Nc1c(C(=O)Nc2ccc(Cl)cc2)oc2ccccc12,-0.1,-5,-15,-9,2,-4,1,0,1.3,86

# Bioassay records as filed in PubChem BioAssay.
